Rev-erbA mod: modulators of Rev-erb alpha DNA binding, primary screen, biochemical, FITC-DNA, fluorescence polarization, uHTS; Rev-erbα–FITC-DNA binding, 90 min; activity, % at 10 µM; AID 1259318, 2017; 370,000 compounds, 0.79% hits;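 active means activity above about 14%, limit read from the data; passing the limit was not always enough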;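 further: 0% = DMSO wells with 35 nM protein and 100% = DMSO wells with 750 nM protein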
UHRF1 MBD2 ctr: UHRF1 methylated DNA binding inhibitors, primary screen, counter-screen for MBD2 inhibitor project, biochemical, TR-FRET, human UHRF1, single concentration | E3 ubiquitin-protein ligase UHRF1 (Homo sapiens), Q96T88 | UHRF1 binding to methylated oligo | inhibition, % at 4.4 µM | 370,000 compounds, 0.75% hits; in the data active means inhibition above about 21%;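 further: UHRF1 SRA domain binding a hemimethylated CpG hairpin DNA probe; 0% = median of test compound wells and 100% = reference inhibitor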
Target sequence (Q96T88 whole entry, looked up, the tested form may be a part): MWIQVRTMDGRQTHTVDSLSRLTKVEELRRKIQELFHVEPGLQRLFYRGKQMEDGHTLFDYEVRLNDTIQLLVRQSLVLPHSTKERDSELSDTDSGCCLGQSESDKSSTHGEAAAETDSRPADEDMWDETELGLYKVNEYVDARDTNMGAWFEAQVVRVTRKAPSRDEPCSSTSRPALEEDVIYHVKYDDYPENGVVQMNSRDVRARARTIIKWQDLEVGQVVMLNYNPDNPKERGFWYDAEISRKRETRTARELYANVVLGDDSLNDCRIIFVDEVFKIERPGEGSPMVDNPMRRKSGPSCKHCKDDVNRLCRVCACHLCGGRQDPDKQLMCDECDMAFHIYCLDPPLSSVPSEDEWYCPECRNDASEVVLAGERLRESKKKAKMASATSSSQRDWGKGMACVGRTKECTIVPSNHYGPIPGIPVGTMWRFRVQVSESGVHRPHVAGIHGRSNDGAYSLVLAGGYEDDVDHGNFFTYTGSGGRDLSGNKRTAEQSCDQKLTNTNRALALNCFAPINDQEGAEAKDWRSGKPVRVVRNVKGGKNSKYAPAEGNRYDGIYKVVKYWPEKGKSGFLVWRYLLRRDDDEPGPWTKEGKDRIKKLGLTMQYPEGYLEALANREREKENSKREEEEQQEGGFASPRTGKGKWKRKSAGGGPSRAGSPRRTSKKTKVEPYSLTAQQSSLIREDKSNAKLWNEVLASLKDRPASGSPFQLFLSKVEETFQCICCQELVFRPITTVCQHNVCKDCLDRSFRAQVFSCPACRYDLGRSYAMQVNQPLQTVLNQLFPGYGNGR
PRMT1 inh: PRMT1 methyltransferase inhibitors, primary screen, biochemical, fluorescence polarization. 370,000 compounds, 1.3% hits. AID 652257, 2013. inhibition, % at 2.79 µM. Protein arginine N-methyltransferase 1 (Homo sapiens), Q99873. recombinant PRMT1, activity-based probe fluorescence polarization;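 active means inhibition above about 21% made by adding two undisclosed values, limit read from the data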
HTRA1 inhibitor: HTRA1 serine protease inhibitors, primary screen, biochemical, fluorescence polarization, HTS. Q92743. recombinant HTRA1, FP-rhodamine activity-based probe. inhibition, % at 5.96 µM. 340,000 compounds, 0.5% hits. AID 504803, 2011; in the data active means inhibition above about 36%;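 further: 0% = enzyme with DMSO and 100% = wells lacking enzyme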
rCAG RNA binder: binders of r(CAG) RNA repeats, primary screen, biochemical, fluorescence. r(CAG) RNA repeat, TO-PRO-1 dye displacement fluorescence. inhibition, % at 3 µM. 370,000 compounds, 1.3% hits;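 active means inhibition above the plate cutoff, the mean of all test compounds on that plate plus 3 SD, cut at about 35% in these data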;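 further: 0% = DMSO alone and 100% = 100 µM mitoxantrone as full dye displacement; higher means more dye released from RNA so lower well fluorescence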
MBD2 inh: inhibitors of MBD2 binding to methylated DNA, primary screen, biochemical, TR-FRET, DNA-binding domain, human; Methyl-CpG-binding domain protein 2 (Homo sapiens), Q9UBB5; MBD2 binding to methylated oligonucleotide; inhibition, % at 4.4 µM; 370,000 compounds, 0.31% hits; in the data active means inhibition above about 13%
PG9 Ab binder: binders of HIV-1 gp120 antibody PG9, primary screen, biochemical, TR-FRET | AID 624416, 2012 | 360,000 compounds, 0.43% hits | HIV-1 gp120 / PG9 antibody interaction | inhibition, % at 6.7 µM | TR-FRET gp120-PG9 antibody binding; in the data active means inhibition above about 8.5%
TCR-CD3 inh: inhibitors of human TCR-CD3 interaction, primary screen, biochemical, fluorescence, TAMRA-labeled TCR probe. T-cell receptor (TCR). inhibition, % at 9.4 µM. 360,000 compounds, 0.37% hits; in the data active means inhibition above about 19%;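 further: recombinant mutant TCR 2C K166C tagged with TAMRA read by polarization; 0% = receptor in buffer alone and 100% = receptor with positive control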
ABHD4 inh: ABHD4 inhibitors, primary screen, biochemical, fluorescence polarization, mouse; 370,000 compounds, 0.54% hits; AID 720543, 2013; purified mABHD4, FP-Rh probe fluorescence polarization; inhibition, % at 8.92 µM;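 active means inhibition exceeding the mean over every tested compound plus 3 SD, cut at about 30% in these data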;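 further: 0% = plate median of compound wells and 100% = S159A mutant with DMSO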
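Assay system: wild-type mouse ABHD4 protein; compound: single nominal dose of 8.92 µM, 0.89% DMSO final; schedule: 45 min + 60 min at 25 °C; measured by: FP readout, ex 525 nm / em 598 nm; evaluation: % inhibition of FP-Rh probe binding versus controls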
LEDGF integ inh: blockers of LEDGF/p75-dependent integrase strand transfer – biochemical, TR-FRET, high throughput, primary screen; HIV-1 integrase (with human LEDGF/p75); TR-FRET IN-LEDGF/p75 DNA integration, Eu/Cy5; inhibition, % at 3.7 µM; 370,000 compounds, 0.64% hits; AID 743269, 2014;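 active means inhibition above the screen-wide mean plus 3 SD, cut at about 13% in these data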;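 further: signal is the Cy5 over europium emission ratio at 671 and 618 nm; 0% = plate median of compound wells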
The depositor's hits bear a star; . = not tested or not shown.

SMILES | Rev-erbA mod | UHRF1 MBD2 ctr | PRMT1 inh | HTRA1 inhibitor | rCAG RNA binder | MBD2 inh | PG9 Ab binder | TCR-CD3 inh | ABHD4 inh | LEDGF integ inh
C=CCN1C(=O)c2ccc(C(=O)N3CCC(C(N)=O)CC3)cc2C1=O | 5 | -5 | -9 | -2 | 1 | -3 | 0.3 | 1 | 4 | 5
CCOC(=O)C1CCCN(C(=O)c2cc(Cl)ccc2Cl)C1 (stereo unspecified) | 3 | 22* | 0 | 6 | 1 | 10 | -0.3 | -2 | -3 | 0
CC(=O)Cc1nsc(NC(=O)c2ccc(Cl)cc2Cl)n1 | 2 | -2 | -2 | -3 | 2 | 2 | 0.1 | 6 | -3 | 4
Cc1ccc2[nH]c3c(c2c1)CN(C(=O)CN1CC(C)OC(C)C1)CC3 (stereo unspecified) | 4 | 4 | 7 | -9 | -9 | 0 | 1.3 | 6 | -6 | 4
O=C(NC(=S)Nc1ccc(O)cc1)C1CCCC1 | -3 | -2 | 2 | 3 | 2 | 3 | -0.8 | 0 | -5 | 0
Nc1n[nH]c(=S)n1/N=C1/C(=O)Nc2ccccc21 | 6 | 3 | 43* | 7 | 14 | -5 | -13 | -3 | -4 | 8
CCOC(=O)C1(CCCc2ccccc2)CCN(Cc2ccn[nH]2)CC1 | -4 | 3 | -2 | -3 | -8 | -3 | -1.3 | 2 | -3 | 0
O=C(NCC(c1ccco1)N1CCN(c2ccccc2F)CC1)C(=O)NC1CCCC1 (stereo unspecified) | 6 | -2 | -1 | 1 | -2 | 2 | -0.6 | 7 | 0 | 4
CCn1ccnc1CN(C)C(=O)C1CCC(=O)N(Cc2cccc(F)c2)C1 (stereo unspecified) | 6 | 2 | 1 | 1 | -1 | 4 | 3.6 | 1 | 1 | -1
CCn1ncc(C2=NOC(C(=O)NCCc3ccccc3)C2)c1C (stereo unspecified) | -2 | 0 | -1 | -2 | 0 | 0 | -1.4 | 10 | -2 | -3
C=CCc1ccccc1OCCSc1nc2ccc([N+](=O)[O-])cc2s1 | 2 | 8 | 2 | -9 | 1 | 5 | 1.1 | -5 | 1 | 1
COc1ccc(-n2cc(-c3ccccc3)c3c(NN4CCOCC4)ncnc32)cc1 | 6 | 5 | 8 | -8 | -6 | 7 | -3.3 | -13 | -8 | 6
Cc1ccc(C)c(SCc2noc(C(=O)NCC3CCCO3)c2C(=O)O)c1 (stereo unspecified) | 2 | -1 | -1 | -5 | 19 | 1 | -2.3 | -2 | 4 | 0
CC(=O)c1ccc(NC(=O)COC(=O)c2ccccc2N=Nc2ccc(N(C)C)cc2)cc1 | 20 | -2 | 1 | 31 | 7 | -3 | -1.4 | -1 | 18 | -4
CSCC[C@H](NC(=O)N1CCn2c1nc1ccccc12)C(=O)NC1CCCCC1 | 1 | 0 | -3 | -7 | -4 | 5 | -0.5 | 5 | -6 | 0

Only MBD2 inh and ABHD4 inh, for 4 of the compounds above:
| Molecule | MBD2 inh | ABHD4 inh |
| --- | --- | --- |
| C=CCN1C(=O)c2ccc(C(=O)N3CCC(C(N)=O)CC3)cc2C1=O | -3 | 4 |
| CCOC(=O)C1CCCN(C(=O)c2cc(Cl)ccc2Cl)C1 (stereo unspecified) | 10 | -3 |
| CC(=O)Cc1nsc(NC(=O)c2ccc(Cl)cc2Cl)n1 | 2 | -3 |
| Cc1ccc2[nH]c3c(c2c1)CN(C(=O)CN1CC(C)OC(C)C1)CC3 (stereo unspecified) | 0 | -6 |

Next part.
SMILES | Rev-erbA mod | UHRF1 MBD2 ctr | PRMT1 inh | HTRA1 inhibitor | rCAG RNA binder | MBD2 inh | PG9 Ab binder | TCR-CD3 inh | ABHD4 inh | LEDGF integ inh
O=C(NCc1ccccc1)Nc1cccn(Cc2ccccc2Cl)c1=O | 3 | 2 | 4 | -13 | -2 | 5 | 0.7 | 9 | 2 | 0
COc1ccc2oc3cc(Cl)ccc3c(=O)c2c1 | -5 | 2 | 4 | . | 1 | 5 | -0.5 | -1 | 7 | 1
COc1cccc(N2C(=O)N(c3ccccc3)C3CS(=O)(=O)CC32)c1 (stereo unspecified) | -2 | -1 | -1 | 1 | 1 | -4 | -1.3 | 8 | -6 | -1
CCC(C)C1C(C#N)=C(N)OC2=C1C(=O)CC(C)(C)C2 (stereo unspecified) | -2 | 0 | -1 | 1 | 0 | 3 | 0.5 | 1 | 3 | 2
Cn1c(=O)c(C(=O)CN2CCOCC2)c(N)n(Cc2ccccc2)c1=O | -1 | 4 | 16 | 5 | -3 | -3 | -1.6 | -4 | -5 | 0
C[C@H](O)[C@@H]1CN2CCc3c([nH]c4c(-c5ccc6c(c5)OCO6)cccc34)[C@@H]2C[C@@H]1N(C)C(=O)c1ccccc1F | 1 | -3 | 1 | . | 7 | 2 | . | . | 1 | 3
COC(=O)c1sccc1NC(=O)COc1cccc(C)c1 | 7 | 2 | 4 | -9 | 0 | 4 | 0.7 | 2 | -11 | 0
CC(C(=O)Nc1ccc(F)c(F)c1)N1CCN(C)CC1 (stereo unspecified) | 5 | 1 | 6 | 8 | 2 | -3 | 1.0 | -4 | 12 | 3
Cc1nn(C(C)C(=O)NC2CCCCCC2)c(=O)c2nn(-c3ccccc3)c(C)c12 (stereo unspecified) | -4 | 2 | 4 | -1 | -4 | 4 | -0.5 | 1 | -10 | 0
Clc1ccc2nc(CN3CCCCC3)cn2c1 | -6 | 27* | 0 | 6 | 3 | 1 | -0.7 | -8 | -2 | 4
CCN(CC)Cc1oc(-c2ccccc2)cc1C(=O)O | 0 | 1 | 15 | 0 | 6 | -3 | 0.8 | -9 | -7 | 7
CC(C)C[C@H]1CNC(=O)C(=O)N1CC1CCN(CCc2ccc(-c3ccccc3)cc2)CC1 | 1 | 0 | -1 | 3 | -2 | -1 | 1.0 | 7 | -1 | -2
COc1ccc(/C=N/NC(=O)c2ccccc2NC(=O)c2ccco2)c(OC)c1 | 10 | -1 | -3 | -9 | 3 | 6 | -0.2 | 7 | 5 | -3
COc1cc([N+](=O)[O-])ccc1NC(=O)NCc1cccnc1 | -1 | -1 | -2 | -5 | 0 | -2 | -3.8 | 8 | 1 | 1
N#C/C(=C\c1ccc(O)cc1)C(=O)NCc1cccc(Cl)c1 | 7 | -3 | -5 | -11 | 4 | 3 | -3.5 | 6 | -2 | -2
CCN(CC)P(=O)(Nc1ccc([N+](=O)[O-])cc1)c1c(C)nn(CCC#N)c1NC(=O)c1ccc(Cl)cc1 (stereo unspecified) | 3 | 0 | 5 | -2 | 17 | -4 | -1.1 | 0 | 1 | -1
Nc1nc(SCC(=O)Nc2ccc(Oc3ccccc3)cc2)n[nH]1 | 2 | 2 | -3 | -4 | 2 | -4 | -1.1 | -4 | -2 | -1
CCOC(=O)Cn1nc(C)c(NC(=O)COc2ccccc2[N+](=O)[O-])c1C | -1 | 0 | 1 | 3 | -3 | 5 | 1.0 | -2 | 2 | -3
CC(C)CNc1nc(N)c([N+](=O)[O-])c(NC2CCCCC2)n1 | 8 | -1 | -3 | 2 | 3 | 0 | -2.6 | -1 | 1 | -3
CC(=O)Oc1ccc(C(=O)[C@H]2[C@H]3C(=O)N(c4ccc5ccccc5c4)C(=O)[C@H]3[C@@H]3C=CC=NN32)cc1 | 1 | 1 | 2 | 1 | 18 | -2 | -2.2 | -1 | -13 | 0
COc1ccc(C(=O)N(Cc2nc(-c3ccc(C)cc3)no2)C2CCCCC2)cc1OC | 2 | -2 | -1 | -42 | -4 | 1 | 0.1 | 2 | -6 | 0
COc1ccccc1-c1nn(-c2ccccc2)cc1C(=O)NC1CC1 | -2 | -4 | -3 | -1 | 1 | -5 | -1.7 | 1 | -3 | 2
CCOC(=O)C1C(=O)NC(N2CCN(Cc3ccccc3)CC2)=NC1c1ccccc1 (stereo unspecified) | 1 | 0 | -1 | 2 | -8 | 2 | -0.1 | 8 | 0 | 0
O=C(c1ccc(N2CCCC2=O)cc1)N1CCCCCC1 | -1 | 0 | 1 | -1 | -5 | 3 | 0.4 | -2 | 10 | -1
CC(C)CNS(=O)(=O)c1ccc(CCC(=O)N2CCN(c3ccccc3)CC2)cc1 | -8 | -1 | -11 | -18 | -8 | -2 | -3.4 | 3 | -1 | -9
O=C(Nc1ccc(Oc2ccc(C(=O)O)c(C(=O)O)c2)cc1)c1cccs1 | -2 | 0 | 1 | -4 | 3 | 3 | 1.4 | -5 | -6 | 4
O=C(O)c1cccc(S(=O)(=O)N2CCN(c3ccccn3)CC2)c1 | -3 | 0 | 1 | 3 | -1 | -7 | -1.0 | 1 | -5 | 4
CCC(=O)N1CCCC1(C)C(=O)Nc1cc(OC)ccc1OC (stereo unspecified) | -9 | 2 | 0 | . | 2 | -4 | 0.6 | 0 | 9 | -3
CCN(CC(=O)Nc1ccc(NC(C)=O)cc1)c1ccc(C(F)(F)F)cn1 | -5 | 0 | -2 | 0 | 0 | -6 | -1.8 | -3 | -1 | 2
N#Cc1nc(-c2cccs2)oc1NCc1ccc2c(c1)OCO2 | 7 | 0 | -2 | -16 | 3 | -3 | -2.4 | -3 | -2 | 8
CCOc1ccccc1CN1CCN(Cc2cn(C)nc2-c2ccccc2)CC1CCO (stereo unspecified) | -1 | -1 | -2 | 0 | -7 | 1 | -0.9 | 8 | 7 | 1
CN(C)CCCn1c2c(c(SCC(=O)Nc3ccc4c(c3)OCO4)nc1=O)CCC2 | 7 | -4 | -2 | 7 | -1 | -5 | 1.4 | 3 | 1 | -2
Cc1cccc(NC(=O)c2cnc3n(c2=O)CCS3)c1 | -2 | 2 | -4 | 5 | 0 | -2 | -0.8 | 1 | -3 | 2
C=CCSc1nnc(-c2c[nH]c3ccccc23)n1CCOC | 0 | -2 | 2 | 1 | -2 | 1 | -0.3 | 5 | -1 | 3
c1ccc2sc(NN=C3CCCCCC3)nc2c1 | 1 | 1 | 3 | 12 | 9 | -3 | 0.8 | -2 | 36* | -5
CCS(=O)(=O)c1ccc2oc(SCC(=O)NC3CCCC(C)C3C)nc2c1 (stereo unspecified) | 0 | -3 | -3 | -3 | -3 | 0 | -0.1 | 2 | 1 | 1
Cc1cccc(-c2c3c(=O)n(C)c(=O)n(C)c3cn2-c2ccccc2O)c1 | -1 | -2 | 1 | -11 | 8 | 1 | 0.6 | 0 | 4 | 1
O=C(Nc1ccn(Cc2ccccc2F)n1)c1ccc(COc2ccc(Br)cc2)cc1 | -7 | 1 | 2 | -48 | 5 | 6 | 2.8 | 4 | -59 | 4
Cc1ccc(OC(C)C(=O)Nc2ccc(Cl)cn2)c([N+](=O)[O-])n1 (stereo unspecified) | 3 | 1 | 4 | -1 | 1 | 4 | -1.4 | -1 | 6 | -5

Assay outcomes deposited in PubChem BioAssay by several laboratories.

Not all compounds are listed (hit frequency here may not be typical).
